High-throughput results deposited in PubChem BioAssay by several laboratories.
CatS inh = human cathepsin S inhibition; P25774; recombinant cathepsin S, AMC dipeptide fluorescence, pooled mixtures; inhibition, %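 (tested at 5 µM per compound within 10-compound mixtures)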; 62,000 compounds, 0.06% hits; in the data active = inhibition above about 32%, passing the limit was not always enough; inconclusive = no clear call, values can overlap the other calls;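 note: 0% = enzyme without compound and 100% = blank without enzyme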
Target sequence (P25774 115-331 limits assumed): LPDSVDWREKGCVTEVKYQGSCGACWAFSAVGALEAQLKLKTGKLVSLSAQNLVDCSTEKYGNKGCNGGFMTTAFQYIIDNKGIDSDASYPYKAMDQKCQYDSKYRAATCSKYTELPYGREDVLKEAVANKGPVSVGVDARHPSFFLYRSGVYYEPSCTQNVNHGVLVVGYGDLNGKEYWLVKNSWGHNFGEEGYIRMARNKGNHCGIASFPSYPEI
PKA inh = blocks human protein kinase A activity; PKA Kemptide phosphorylation, Kinase-Glo ATP luminescence; inhibition, % at 6 µM; 65,000 compounds, 0.1% hits; AID 524;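 active = inhibition above the screen-wide mean inhibition plus 3 SD, cut at about 21% in these data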; note: many of its hits are not listed in these tables
CatG inh = cathepsin G (human) inhibition; inhibition, % at 5 µM (by protocol); P08311; 62,000 compounds, 0.2% hits; purified enzyme, AMC-tetrapeptide fluorescence, pooled mixtures;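 active = inhibition above 20% in each of the two mixture wells holding the compound; inactive = inhibition of 20% or less in either well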;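 note: 0% = enzyme control without mixture and 100% = blank lacking enzyme; strong numbers were not always called active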
FXIa inh mix = inhibitors of human coagulation factor XIa, pooled mixtures; P03951; purified FXIa, fluorogenic substrate; inhibition, % at 5 µM; 62,000 compounds, 0.19% hits;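 note: each value is inhibition by a whole ten-compound pool holding the compound; 0% = enzyme with no mixture and 100% = wells lacking enzyme; strong numbers were not always called active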
ROCK2 blocker = ROCK2 (human) kinase inhibition; 60,000 compounds, 0.35% hits; inhibition, % at 6 µM; purified ROCK2, Kinase-Glo ATP depletion luminescence;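 active = inhibition above the screen-wide mean inhibition plus 3 SD, cut at about 18% in these data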;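 note: plate controls were DMSO wells for no effect and Y-27632 control wells after no-enzyme background subtraction for full effect; many of its hits are not listed in these tables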
JNK3 inh = inhibitors of human JNK3 kinase; P53779; purified JNK3 kinase activity, HTS; inhibition, % at 8 µM; 60,000 compounds, 0.61% hits; in the data active = inhibition above about 17%;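 note: 0% = DMSO and 100% = reference inhibitor; many of its hits are not listed in these tables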
C1s inh = human complement C1s inhibition; 62,000 compounds, 0.16% hits; mean inhibition % of two 10-compound mixtures (stronger effect = higher value), % at 5 µM (by protocol); P09871; purified C1s, fluorogenic AMC substrate, pooled mixtures; AID 538;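 active = inhibition above 20% in each of the two 10-compound mixture wells holding the compound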;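 note: 0% = enzyme wells lacking compound mixture and 100% = no-enzyme blank wells; some compounds called inactive have numbers as strong as hits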
Target sequence (P09871 16-437 limits assumed): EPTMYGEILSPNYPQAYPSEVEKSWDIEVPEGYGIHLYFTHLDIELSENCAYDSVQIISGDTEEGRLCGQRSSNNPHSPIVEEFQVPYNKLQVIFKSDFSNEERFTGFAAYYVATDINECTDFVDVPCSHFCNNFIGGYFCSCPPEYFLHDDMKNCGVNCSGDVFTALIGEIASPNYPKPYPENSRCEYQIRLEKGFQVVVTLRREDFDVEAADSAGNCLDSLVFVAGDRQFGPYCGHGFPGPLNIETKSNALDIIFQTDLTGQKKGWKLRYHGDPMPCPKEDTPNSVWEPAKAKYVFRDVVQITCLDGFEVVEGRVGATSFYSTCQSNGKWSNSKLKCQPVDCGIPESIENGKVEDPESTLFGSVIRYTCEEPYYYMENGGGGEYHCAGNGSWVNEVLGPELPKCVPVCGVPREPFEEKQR
Target sequence (P09871 438-688 limits assumed): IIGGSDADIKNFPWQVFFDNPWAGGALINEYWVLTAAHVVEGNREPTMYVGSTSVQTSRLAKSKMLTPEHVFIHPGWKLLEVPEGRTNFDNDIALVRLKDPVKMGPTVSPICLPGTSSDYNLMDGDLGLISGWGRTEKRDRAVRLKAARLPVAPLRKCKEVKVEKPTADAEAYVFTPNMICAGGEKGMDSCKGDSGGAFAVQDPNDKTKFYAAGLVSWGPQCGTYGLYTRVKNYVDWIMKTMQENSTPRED
CatL block = blocks human cathepsin L protease activity; inhibition, %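 (tested at 10 µM)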; AID 460; P07711; purified cathepsin L, fluorogenic substrate, fluorescence; 58,000 compounds, 0.17% hits; in the data active = inhibition above about 45%;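 note: 0% = enzyme with no compound and 100% = no enzyme blank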
FXIIa mix inh = inhibitors of human coagulation factor XIIa, pooled mixtures; purified FXIIa, fluorogenic substrate; 62,000 compounds, 0.2% hits; inhibition, % at 5 µM; P00748;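 note: 0% = enzyme without compound and 100% = no enzyme blank; some results filed as inactive read as strong as hits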
Numbers without * were called inactive; u = inconclusive; x = not tested or not shown. Cut-off read from the data, not from the text of the source, unless noted: active = inhibition above about 20% (passing the limit was not always enough); inactive = the rest. Rows were taken by chance; 1.5% or so of the library scored in one or more.

CatS inh	PKA inh	CatG inh	FXIa inh mix	ROCK2 blocker	compound	JNK3 inh	C1s inh	CatL block	FXIIa mix inh
13	2	12	7	-2	CCCc1nnc(NC(=O)CCC(=O)N2CCN(CCn3c(C)ccc3C)CC2)s1	-2	22	40	4
2	13	8	3	9	COc1cc(OC)c(NC(=O)c2ccoc2C)cc1Cl	5	15	26	9
-4	11	5	0	3	Cn1c(=O)c2c(nc(CN3CCN(c4ccccc4)CC3)n2CCN2CCOCC2)n(C)c1=O	2	-7	-2	-5
2	8	9	10	5	Cc1cc(C)nc(SCc2ccc(C(=O)O)o2)n1	-5	1	19	-1
5	6	11	7	0	CCOC(=O)C1Cc2c([nH]c3ccccc23)CN1 (centres undefined)	-7	7	8	11
1	4	1	4	-4	O=C(COC(=O)c1cc(S(=O)(=O)N2CCOCC2)cs1)c1ccccc1	3	5	35	-16
7	10	-7	0	6	CSc1ccn(CCC(=O)O)c(=O)n1	-2	-30	4	-9
2	0	15	5	-4	NC(=O)c1cc(-c2ccccc2)nc(Oc2ccccc2)n1	9	-18	-3	1
-3	-4	12	0	2	O=C(CSc1ncn[nH]1)N1CCN(c2nnc(-c3ccccc3)c3ccccc23)CC1	-9	5	-2	5
2	6	10	1	3	COc1cccc(C(C(=O)NC(C)(C)C)N(C(=O)CCC(=O)Nc2cc(C)on2)C2CC2)c1OC (centres undefined)	7	10	15	2

(further entries)
CatS inh	PKA inh	CatG inh	FXIa inh mix	ROCK2 blocker	compound	JNK3 inh	C1s inh	CatL block	FXIIa mix inh
4	-1	0	10	6	Cc1cc(Nc2ccccc2Br)n2nc(C)nc2n1	1	-2	x	10
19	7	34	9	3	COCCCn1cnc2c(c1=O)c1nc3ccccc3nc1n2-c1ccc(C)cc1	1	6	10	-1
-4	8	7	7	3	CCOC(=O)N1CCC(NC(=O)CS(=O)Cc2nc(-c3ccc(OC)c(OC)c3)oc2C)CC1 (centres undefined)	1	10	1	-2
-3	5	0	8	6	Cc1ccc(C2CC(=O)N3CN(Cc4ccco4)CSC3=C2C#N)cc1 (centres undefined)	-1	-11	-1	3
12	5	-9	4	-4	O=C1CCCC2=C1C(Cc1ccccc1)C1=C(CCCC1=O)O2	0	0	-3	4
-20	2	-9	-22	-1	CCCCCn1c(N2CCC(C(N)=O)CC2)nc2c1c(=O)[nH]c(=O)n2C	-1	-160	-5	9
-9	1	8	4	x	CCCCC(CC)CNC(=O)CCS(=O)(=O)c1cccc2nonc12 (centres undefined)	x	6	-13	-5
4	4	5	5	5	COC(=O)C1(C)Nc2ccccc2C(=O)N1c1ccccc1OC (centres undefined)	2	-14	5	4
4	12	0	-3	11	CCCSc1nnc(CN2CCOCC2)n1C	0	2	17	6
1	-8	-2	13	-2	O=C(NCCN1CCOCC1)Nc1ccc(Cl)cc1	-8	-8	6	-2

The list goes on.
CatS inh	PKA inh	CatG inh	FXIa inh mix	ROCK2 blocker	compound	JNK3 inh	C1s inh	CatL block	FXIIa mix inh
15	8	1	-1	x	O=S(NCc1ccco1)C12CC3CC(CC(C3)C1)C2 (centres undefined)	x	35	0	5
11	-5	4	-3	-2	CCCCn1c(NCc2ccccc2O)nc2ccccc21	-2	7	12	2
u	-4	4	1	-4	Cc1cc(C)nc(N2CCC(C(=O)Nc3ccc(Oc4ccccc4)cc3)CC2)n1	-1	-3	7	5
9	3	1	7	6	COc1ccc(-c2noc(CCN3C(=O)c4ccccc4C3=O)n2)cc1OC	1	-3	24	2
-5	3	10	5	2	COC(=O)c1cc(OC)c(OC)cc1NC(=O)CN1CCOCC1	2	15	-12	-1
-5	7	1	8	6	COC(=O)C(F)(Sc1c(C)n(C)n(-c2ccccc2)c1=O)C(F)(F)F (centres undefined)	-5	-4	3	-2
-8	4	-10	5	-4	Cc1cccc(C)c1NC(=O)N1CCC(c2nc3ccccc3o2)CC1	1	-7	-14	15
5	6	8	-1	8	CN(C1CCCCC1)S(=O)(=O)c1ccc(C(=O)O)cc1	-5	1	1	-3
8	6	6	-18	4	COc1ccccc1-c1cc(C(=O)Nc2ccccc2SC)no1	-2	-13	5	6
5	10	0	12	4	COc1ccc(CCC(=O)N2CCN(C3CCCCC3)CC2)cc1	2	0	6	-11

(listing goes on)
CatS inh	PKA inh	CatG inh	FXIa inh mix	ROCK2 blocker	compound	JNK3 inh	C1s inh	CatL block	FXIIa mix inh
10	4	-11	-16	1	Nc1c(C(=O)NCCN2CCOCC2)c2nc3ccccc3nc2n1CCc1ccccc1F	6	-28	-64	0
-6	-2	4	-1	2	Nc1nc2c(c3c1c(=O)oc1ccccc13)CCCCC2	6	-35	-45	6
-4	6	6	1	4	O=C(NCc1ccc2c(c1)OCO2)c1c(O)c2cccc3c2n(c1=O)CCC3	-1	-1	-1	1
4	10	9	3	3	O=C(O)CNS(=O)(=O)c1cc(Cl)c(Cl)cc1Cl	-4	10	19	2
-10	-3	-3	3	-1	CN(c1ccc(C(=O)Nc2ccccc2C(=O)N2CCCC2)cc1)S(C)(=O)=O	-7	-32	x	16
-4	0	-35	4	3	CCOC(=O)C1=C(c2ccccc2)NC(=O)NC1c1ccc(N(C)C)cc1 (centres undefined)	-5	-6	8	7
-13	8	4	0	6	CC(=O)NC(C)C(=O)OCc1ccc(Cl)cc1Cl (centres undefined)	0	6	8	4
-12	11	15	5	1	O=C(CSc1nnc(Cc2cccs2)n1Cc1ccco1)Nc1cccc(Cl)c1	2	13	0	2
-4	6	-1	11	0	CCN1C(=O)C(O)(CC(=O)c2cc(C)ccc2C)c2ccccc21 (centres undefined)	3	-4	-1	9
4	4	2	3	2	O=C(Nc1ccon1)c1cc2c(s1)CCCCCC2	3	-32	5	10

Further compounds:
CatS inh	PKA inh	CatG inh	FXIa inh mix	ROCK2 blocker	compound	JNK3 inh	C1s inh	CatL block	FXIIa mix inh
8	10	1	6	7	O=C1COc2ccc(C(=O)NCc3ccc4c(c3)OCO4)cc2N1	10	0	19	4
7	-2	8	3	3	COC(=O)c1ccc(C)c(NS(=O)(=O)c2ccc(NC(C)=O)cc2)c1	5	13	x	20
19	2	-3	10	0	CC1CCCN(C(=O)c2ccc3c(c2)C(=O)N(CCC2=CCCCC2)C3=O)C1 (centres undefined)	-6	0	7	5
5	0	0	9	-2	c1ccc(Cn2nnnc2C(c2cccs2)N2CCCCCC2)cc1 (centres undefined)	0	7	9	5
18	13	4	3	1	CC(C)CCNC(=O)NC(=O)COc1ccccc1C#N	-5	-15	4	2
12	1	-12	-7	7	Cc1cccc(N2CCN(C(=O)CS(=O)(=O)Cc3nc(-c4ccccc4F)oc3C)CC2C)c1 (centres undefined)	2	-120	15	3
-24	-1	-21	-18	2	CCOc1ccc2[nH]c(O)c(NC(C)=O)c2c1	-5	-145	1	20
1	5	1	8	5	O=C(O)CSCC(=O)c1ccccc1	-3	-5	-2	9
6	0	11	5	x	Cn1c2ccccc2c2c(C(=O)NCC3CCCO3)cn(C3CCCC3)c(=O)c21 (centres undefined)	x	14	x	4
10	-8	-11	-5	x	O=C1CN=C(Nc2cccc(C(F)(F)F)c2)N1C1CCCC1	x	-38	5	-3

New compounds follow.
CatS inh	PKA inh	CatG inh	FXIa inh mix	ROCK2 blocker	compound	JNK3 inh	C1s inh	CatL block	FXIIa mix inh
-4	-2	12	8	x	CCOC(=O)C1CCCN(S(=O)(=O)c2cc(Br)cc3c2N(C(=O)C2CC2)CC3)C1 (centres undefined)	x	15	-4	-26
0	8	8	2	4	COC(=O)c1c(N)n(-c2ccc(N3CCOCC3)cc2)c2nc3ccccc3nc12	-6	3	-7	-18
-2	10	11	8	x	O=C(OCC(=O)c1cccs1)c1ccc(NC(=O)c2ccco2)cc1	x	-9	x	1
7	11	1	-1	4	CCOC(=O)CCc1c(C)nc(SCCN2CCCC2)c(C#N)c1C	1	-11	x	8
-4	11	-6	5	5	CC(C)C(=O)Nc1nnc(SCC(=O)NCc2cccs2)s1	5	-18	0	11
13	10	1	13	8	O=C(c1ccccc1)N1CC(COc2ccccc2)OC(c2cccnc2)O1 (centres undefined)	3	-17	15	1
9	6	-17	-6	2	COc1ccc2c(C)cc(SCC#N)nc2c1	-4	-33	9	8
12	1	7	4	-2	CCn1c(SCC(=O)Nc2sc(C)c(C)c2C#N)nnc1C(C)C	0	-1	1	-1
-4	-6	2	0	-2	O=C(CN1CCCCCC1)Nc1ccc(F)c(F)c1F	-1	-63	9	-3
3	-2	-9	0	-6	COc1ccccc1NC=C1C(=O)OC2(CCCCC2)OC1=O	8	-21	0	0

Next results:
CatS inh	PKA inh	CatG inh	FXIa inh mix	ROCK2 blocker	compound	JNK3 inh	C1s inh	CatL block	FXIIa mix inh
9	-2	45	19	2	O=C(NC1CCCCC1)C(c1ccccc1)N(Cc1ccco1)C(=O)Cn1cnc2ccccc21 (centres undefined)	-2	15	4	2
9	-5	32	11	0	COc1cc(NC(=O)CSc2nc(C)cs2)cc(OC)c1	-2	-4	-1	3
11	-6	-10	-9	-2	COc1ccc(CCNC(=O)c2cccnc2)cc1OC	-4	-58	x	0
-1	-3	-1	6	1	CCOC(=O)c1c(-c2cccs2)csc1NC(=O)CN1CCOCC1	15	0	5	6
-4	-2	37*	7	2	COc1ccc2c(c1)CCc1c(C(=O)Nc3ccc(OC)c(OC)c3)noc1-2	-5	19	-1	-4
0	5	-18	-40	7	O=C(O)c1ccc(NS(=O)(=O)/C=C/c2ccccc2)cc1	8	-122	5	4

Molecules shown so far that have a halogen:
CatS inh	PKA inh	CatG inh	FXIa inh mix	ROCK2 blocker	compound	JNK3 inh	C1s inh	CatL block	FXIIa mix inh
2	13	8	3	9	COc1cc(OC)c(NC(=O)c2ccoc2C)cc1Cl	5	15	26	9
4	-1	0	10	6	Cc1cc(Nc2ccccc2Br)n2nc(C)nc2n1	1	-2	x	10
1	-8	-2	13	-2	O=C(NCCN1CCOCC1)Nc1ccc(Cl)cc1	-8	-8	6	-2
-5	7	1	8	6	COC(=O)C(F)(Sc1c(C)n(C)n(-c2ccccc2)c1=O)C(F)(F)F (centres undefined)	-5	-4	3	-2
10	4	-11	-16	1	Nc1c(C(=O)NCCN2CCOCC2)c2nc3ccccc3nc2n1CCc1ccccc1F	6	-28	-64	0
4	10	9	3	3	O=C(O)CNS(=O)(=O)c1cc(Cl)c(Cl)cc1Cl	-4	10	19	2
-13	8	4	0	6	CC(=O)NC(C)C(=O)OCc1ccc(Cl)cc1Cl (centres undefined)	0	6	8	4
-12	11	15	5	1	O=C(CSc1nnc(Cc2cccs2)n1Cc1ccco1)Nc1cccc(Cl)c1	2	13	0	2
12	1	-12	-7	7	Cc1cccc(N2CCN(C(=O)CS(=O)(=O)Cc3nc(-c4ccccc4F)oc3C)CC2C)c1 (centres undefined)	2	-120	15	3
10	-8	-11	-5	x	O=C1CN=C(Nc2cccc(C(F)(F)F)c2)N1C1CCCC1	x	-38	5	-3
-4	-2	12	8	x	CCOC(=O)C1CCCN(S(=O)(=O)c2cc(Br)cc3c2N(C(=O)C2CC2)CC3)C1 (centres undefined)	x	15	-4	-26
-4	-6	2	0	-2	O=C(CN1CCCCCC1)Nc1ccc(F)c(F)c1F	-1	-63	9	-3

Ordered by length of the SMILES (smallest number first): some entries from above
CatS inh	PKA inh	CatG inh	FXIa inh mix	ROCK2 blocker	compound	JNK3 inh	C1s inh	CatL block	FXIIa mix inh
5	0	0	9	-2	c1ccc(Cn2nnnc2C(c2cccs2)N2CCCCCC2)cc1 (centres undefined)	0	7	9	5
-1	-3	-1	6	1	CCOC(=O)c1c(-c2cccs2)csc1NC(=O)CN1CCOCC1	15	0	5	6
13	10	1	13	8	O=C(c1ccccc1)N1CC(COc2ccccc2)OC(c2cccnc2)O1 (centres undefined)	3	-17	15	1
